ERAP1 HTS inh: ERAP1 (human) enzyme inhibition. recombinant ERAP1, Leu-AMC fluorescence, 60 min. inhibition, % at 10.7 µM. Q9NZ08. hit rate 0.15% among 340,000. AID 652197;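 active = mean replicate inhibition of at least 30%, or all replicates individually reaching that 30% level; inactive = mean below 30% and not every replicate reaching it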;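 note: 0% = neutral control wells and 100% = L-leucinethiol positive control wells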
S100A4 MyoIIA: inhibitors of human S100A4 binding to myosin IIA peptide. AID 652163. inhibition, % at 10.7 µM. hit rate 0.14% among 360,000. S100A4/TAMRA-MyoIIA peptide fluorescence polarization. P26447;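 active = mean inhibition of at least 70% across replicates, with every replicate also reaching that level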
Target sequence (P26447 whole entry, looked up): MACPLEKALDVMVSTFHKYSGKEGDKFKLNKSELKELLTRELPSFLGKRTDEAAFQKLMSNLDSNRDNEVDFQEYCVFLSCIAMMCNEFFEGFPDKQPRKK
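Test system: S100A4 monomer protein. Medium: HEPES buffer with Ca2+, pH 7.2. Reagent: fluorescent myosin IIA peptide, 5 nM. Compound dosing: single-point compound testing. Timing: 5 min between mix addition and reading. Benchmarks: DMSO neutral and TFP positive wells.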
SIRT5 block: sirtuin-5 (human) deacylase inhibition; Q9NXA8; Purified SirT5, succinyl-peptide AMC, trypsin-coupled fluorescence; inhibition, % at 15 µM; hit rate 1.1% among 330,000; AID 652115; in the data active = inhibition above about 15%
Target sequence (Q9NXA8 whole entry, looked up): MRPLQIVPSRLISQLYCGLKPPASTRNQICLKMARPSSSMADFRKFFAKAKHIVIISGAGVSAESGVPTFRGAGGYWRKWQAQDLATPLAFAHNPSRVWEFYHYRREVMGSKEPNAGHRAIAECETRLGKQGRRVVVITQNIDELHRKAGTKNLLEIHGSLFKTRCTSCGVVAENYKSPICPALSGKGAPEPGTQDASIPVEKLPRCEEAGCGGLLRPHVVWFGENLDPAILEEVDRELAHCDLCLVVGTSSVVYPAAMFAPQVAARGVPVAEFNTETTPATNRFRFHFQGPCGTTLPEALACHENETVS
C2C12 statin: protects C2C12 myotubes from simvastatin toxicity; rescue of ATP level, % at 7.49 µM; ATP luminescence, 48 h; scaled: DMSO 0, geranylgeraniol control 100; hit rate 0.78% among 330,000;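 active = mean ATP rescue above about 67%, or every replicate alone reaching that limit, limit read from the data, passing the limit was not always enough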;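 note: myotubes were challenged with 10 µM simvastatin during compound exposure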
Cneo AK release: Cryptococcus neoformans lysis via adenylate kinase release; C. neoformans lysis, adenylate kinase release luminescence, 4 h; normalised: neutral wells 0, clomiphene wells 100; lysis activity, % at 15 µM; hit rate 0.2% among 360,000;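 active = mean lysis activity across replicates of at least 80%, whatever share of replicates individually reach that level; inactive = mean lysis activity below 80%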
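Material: C. neoformans cells; Schedule: 4 h static compound exposure, 37 °C, read 1 h post-reagent; Measured by: adenylate kinase release luminescence; Read-out: signal increase indicating cell lysis; Controls: Clomiphene as positive lysis control.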
LGR2 inh: Drosophila LGR2 receptor signaling inhibition | HEK293 LGR2, CRE-luciferase, bursicon-stimulated, 4 h | inhibition, % at 9.99 µM | hit rate 0.35% among 380,000 | AID 720647;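 active = drop in luminescence signal, shown as inhibition above about 50% in the replicate tests, limit read from the data, passing the limit was not always enough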;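 note: agonist challenge used bursicon conditioned medium at about half maximal strength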
PGC1a acetyl inh: lowers PGC1a acetylation signal in U2OS cells. AlphaScreen anti-acetyl-lysine; with virally co-expressed GCN5 acetyltransferase. inhibition, % at 15.6 µM. hit rate 0.17% among 350,000. AID 651687;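 active = every replicate shows inhibition of at least 40%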;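 note: 0% = neutral control wells and 100% = positive control wells; some results beyond the cut were filed as inactive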
Xi reactivation: X-chromosome reactivation activator. XiGFP mouse fibroblasts, % GFP-positive cells imaging, 3 d; cells co-treated with 5-aza-dC sensitizer; scaled so ellipticine positive control = 100%. activation, % at 7.58 µM. hit rate 0.055% among 360,000;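 active = mean normalized replicate activation at least 10% and every replicate at or above 10%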;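 note: 0% = median of on-plate neutral control wells and 100% = ellipticine 6 µM median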
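System: XiGFP fibroblasts, SV40-immortalized. Medium: DMEM plus 5-aza-dC sensitizer. Doses: single point. Timing: 3 d treatment, 15 min room-temperature fixation. Control set: ellipticine 6 µM.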
* hit, by the source's call; & = joins results of further samples. Some of the compounds tested; rates above refer to the full screens.

For COc1ccc(NC(=O)N(C)C[C@H]2Oc3ncc(C#C[C@@H](C)O)cc3C(=O)N([C@@H](C)CO)C[C@@H]2C)cc1 the results were ERAP1 HTS inh 3.5, S100A4 MyoIIA -1.7, SIRT5 block 4.9, C2C12 statin -6.4, Cneo AK release -5.8, LGR2 inh -26.3, PGC1a acetyl inh 1.2 and Xi reactivation -0.5.
`c1cc2c(cc1CN1CCN(C3CCCCCC3)CC1)OCO2` gave ERAP1 HTS inh -2.5, S100A4 MyoIIA -5.6, SIRT5 block -4.3, C2C12 statin -13.9, Cneo AK release 1.3, LGR2 inh -11.6 and Xi reactivation 0.0.
For CN(C)CCC(=O)C(Cc1ccccc1)c1ccccc1 (stereo not drawn) the results were ERAP1 HTS inh 1.4, S100A4 MyoIIA 0.2, SIRT5 block -2.7, C2C12 statin 3.1, Cneo AK release -1.6, LGR2 inh 16.5, PGC1a acetyl inh -1.8 and Xi reactivation -0.1.
`CCOC(=O)C1CCCN(C(=O)c2cccc(Cl)c2)CC1` (stereo not drawn) gave ERAP1 HTS inh -3.1, S100A4 MyoIIA -33.0, C2C12 statin 5.4, Cneo AK release -0.5, LGR2 inh -3.8 and Xi reactivation 0.0.
For CCOc1ccccc1N1CCN(C(=O)NCc2ccc(Cl)cc2)CC1 the results were ERAP1 HTS inh -2.9, S100A4 MyoIIA -1.8, C2C12 statin 20.8, Cneo AK release 0.4, LGR2 inh -12.9, PGC1a acetyl inh -5.8 and Xi reactivation 0.0.
C[C@@H]1CN([C@@H](C)CO)C(=O)c2cc(Br)cnc2O[C@@H]1CN(C)Cc1cncnc1 was read as ERAP1 HTS inh 5.0&-1.4, S100A4 MyoIIA -0.8&6.3, SIRT5 block -5.3&4.6, C2C12 statin 0.5&6.1, Cneo AK release -1.0&1.0, LGR2 inh -12.2&-13.9, PGC1a acetyl inh 12.2&15.0 and Xi reactivation 0.1&0.5.
`NC(=O)c1ccsc1NC(=O)CS(=O)(=O)c1ccc(F)cc1` gave ERAP1 HTS inh -1.9, S100A4 MyoIIA -5.5, SIRT5 block -1.4, C2C12 statin -4.4, Cneo AK release -3.9, LGR2 inh 7.1 and Xi reactivation 0.0.
Screening CC(=O)NC12CC3CC(C1)CC(C(=O)N(C)CC(=O)Nc1cccc(F)c1)(C3)C2 returned ERAP1 HTS inh 1.5, S100A4 MyoIIA 8.5, SIRT5 block 0.0, C2C12 statin 14.0, Cneo AK release -2.0, LGR2 inh 5.5, PGC1a acetyl inh 31.6 and Xi reactivation 0.0.
Screening Cc1cccc(N2CCN(CCNC(=O)c3cc4c(s3)CS(=O)(=O)C4)CC2)c1C returned ERAP1 HTS inh -4.4, S100A4 MyoIIA -1.0, SIRT5 block -1.2, C2C12 statin 2.8, Cneo AK release 2.3, LGR2 inh -3.9 and PGC1a acetyl inh -2.2.
Screening O=C(Nc1ccccc1)N1CCCCN2[C@H](CO)[C@@H](c3ccc(C#Cc4cccnc4)cc3)[C@H]2C1 returned ERAP1 HTS inh 1.3, S100A4 MyoIIA 5.2, SIRT5 block -3.6, Cneo AK release 0.9, LGR2 inh -5.9, PGC1a acetyl inh 1.3 and Xi reactivation 0.2.
Cc1cccc2cc(C#N)c(N3CCOCC3)nc12 was read as ERAP1 HTS inh -0.2, S100A4 MyoIIA -2.8, SIRT5 block 0.4, C2C12 statin 6.2, Cneo AK release 2.8 and Xi reactivation 0.0.
CN(C)c1ccc(/C=N/Nc2nc3ccccc3o2)cc1 was read as ERAP1 HTS inh -1.2, S100A4 MyoIIA -3.2, SIRT5 block -3.0, C2C12 statin -101.9, Cneo AK release -1.0, LGR2 inh 67.1*, PGC1a acetyl inh -4.3 and Xi reactivation 0.4.
`COc1cc(C=C2C(=O)c3ccccc3C2=O)cc(OC)c1OC` gave ERAP1 HTS inh 1.8, S100A4 MyoIIA 6.8, SIRT5 block -3.8, C2C12 statin 7.4, Cneo AK release 3.3, LGR2 inh -9.6 and Xi reactivation 3.1.
`Cc1ccc(S(=O)(=O)NCCC(=O)OCC(=O)Nc2cccc(Cl)c2)cc1` gave ERAP1 HTS inh -3.4, S100A4 MyoIIA -5.9, SIRT5 block -5.5, C2C12 statin 6.7, Cneo AK release -2.4, LGR2 inh -0.9, PGC1a acetyl inh 1.9 and Xi reactivation 0.0.
`O=C(OCC(=O)N1CCc2ccccc21)[C@@H]1CC(O)CN1S(=O)(=O)c1ccccc1[N+](=O)[O-]` (stereo partly drawn) gave ERAP1 HTS inh 2.4, S100A4 MyoIIA 7.2, SIRT5 block -5.5, C2C12 statin 13.7, Cneo AK release -2.0, LGR2 inh 15.2, PGC1a acetyl inh 10.5 and Xi reactivation -0.1.
For COc1ccc(C(=O)Nc2ccc3c(c2)OC[C@@H](C)NC[C@@H](C)[C@H](OC)CN(C)C3=O)cc1 the results were ERAP1 HTS inh -3.2, S100A4 MyoIIA 16.4, SIRT5 block -3.1, C2C12 statin 0.9, Cneo AK release 1.7, LGR2 inh -1.2, PGC1a acetyl inh -3.9 and Xi reactivation -0.1.
Screening CN1CCN(c2ccccc2NC(=O)c2ccc(N3CCCCC3)c([N+](=O)[O-])c2)CC1 returned ERAP1 HTS inh -1.7, S100A4 MyoIIA -1.6, SIRT5 block 0.7, C2C12 statin -3.6, Cneo AK release 0.6, LGR2 inh -19.3, PGC1a acetyl inh 2.9 and Xi reactivation 0.0.
`O=C(N[C@@H]1CC[C@H](CCNS(=O)(=O)c2ccccc2)O[C@H]1CO)c1cnccn1` gave ERAP1 HTS inh -1.4, S100A4 MyoIIA -2.0, SIRT5 block 27.7*, C2C12 statin -13.3, Cneo AK release -3.9, LGR2 inh -7.0, PGC1a acetyl inh 3.5 and Xi reactivation 0.0.
`CCC(CC)c1nnc(NC(=O)COc2ccc3c(C)cc(=O)oc3c2)s1` gave C2C12 statin 19.9, Cneo AK release -1.4, LGR2 inh 6.1 and PGC1a acetyl inh -8.8.
C[C@H]1CN([C@@H](C)CO)C(=O)Cc2cc(NC(=O)Cc3ccccc3)ccc2O[C@H]1CN(C)Cc1ccccc1 was read as ERAP1 HTS inh -0.9, S100A4 MyoIIA 1.8, SIRT5 block 1.1, C2C12 statin 31.4, Cneo AK release 0.1, LGR2 inh 18.6 and Xi reactivation 0.7.

Not a retest: an excerpt of the list.
`CCC(CC)c1nnc(NC(=O)COc2ccc3c(C)cc(=O)oc3c2)s1` gave C2C12 statin 19.9, Cneo AK release -1.4, LGR2 inh 6.1 and PGC1a acetyl inh -8.8.
C[C@H]1CN([C@@H](C)CO)C(=O)Cc2cc(NC(=O)Cc3ccccc3)ccc2O[C@H]1CN(C)Cc1ccccc1 was read as ERAP1 HTS inh -0.9, S100A4 MyoIIA 1.8, SIRT5 block 1.1, C2C12 statin 31.4, Cneo AK release 0.1, LGR2 inh 18.6 and Xi reactivation 0.7.

(cont.)
For CCOc1ccccc1/C=N/NC(=O)c1nnn(-c2nonc2N)c1CN1CCCCCC1 the results were ERAP1 HTS inh -0.5, S100A4 MyoIIA -1.5, C2C12 statin 10.1, Cneo AK release -0.5, LGR2 inh 15.5, PGC1a acetyl inh -0.4 and Xi reactivation 0.1.
`CC1(C)Cc2nc3oc4c(=O)n(CC(=O)Nc5ccccc5)cnc4c3cc2CO1` gave ERAP1 HTS inh -2.3, S100A4 MyoIIA 3.3, SIRT5 block -4.3, C2C12 statin 8.6, Cneo AK release 1.7, LGR2 inh -8.9, PGC1a acetyl inh 6.5 and Xi reactivation 0.3.
O=C(c1cccnc1)N1C[C@H]2[C@@H](c3ccccc31)[C@H](CO)N2Cc1ccc2c(c1)OCO2 was read as ERAP1 HTS inh 3.7, S100A4 MyoIIA 2.9, SIRT5 block 0.8, C2C12 statin -10.5, Cneo AK release 45.7, LGR2 inh -3.5, PGC1a acetyl inh -4.3 and Xi reactivation 0.0.
`CCc1ccc(C2=NN(CCC(=O)NCc3cccs3)C(=O)CC2)cc1` gave S100A4 MyoIIA -0.8, SIRT5 block -2.2, LGR2 inh 2.1 and Xi reactivation -0.2.
COc1ccccc1Nc1ccc([N+](=O)[O-])cc1N was read as ERAP1 HTS inh 16.7, S100A4 MyoIIA -3.3, SIRT5 block 2.4, C2C12 statin 3.7, Cneo AK release -0.1, LGR2 inh 2.5, PGC1a acetyl inh 3.9 and Xi reactivation 0.0.
`COc1cc2c(cc1OC)CN(C(=O)[C@H]1[C@@H]3C(=O)O[C@@H](c4ccccc4)[C@@H](c4ccccc4)N3[C@@H](c3ccc(OCCO)cc3)[C@]13C(=O)Nc1ccc(C#CC4(O)CCCCCC4)cc13)CC2` gave ERAP1 HTS inh -8.6, S100A4 MyoIIA -17.8, SIRT5 block 13.6 and Cneo AK release -1.3.
Screening CO[C@H]1CN(C)C(=O)c2cc(NC(C)=O)ccc2OC[C@H](C)N(C(=O)CN2CCOCC2)C[C@@H]1C returned ERAP1 HTS inh -2.5, S100A4 MyoIIA 12.6, SIRT5 block -0.9, C2C12 statin 0.3, Cneo AK release 49.4, LGR2 inh 3.0, PGC1a acetyl inh -3.1 and Xi reactivation 0.2.
`CC(C)(C)[C@@H]1COC(=O)[C@H](Cc2ccc(F)cc2)CC/C=C\C[C@@H](CC(=O)NCCO)C(=O)N1` gave ERAP1 HTS inh -3.3, S100A4 MyoIIA -7.2, SIRT5 block -7.5, C2C12 statin -2.7, Cneo AK release 13.3, LGR2 inh 11.4, PGC1a acetyl inh -2.2 and Xi reactivation 0.4.
`C[C@H]1CN([C@@H](C)CO)C(=O)c2cccc(NS(=O)(=O)c3ccc(F)cc3)c2O[C@@H]1CN(C)S(=O)(=O)c1ccc(F)cc1` gave ERAP1 HTS inh 2.4, S100A4 MyoIIA -21.2, SIRT5 block -3.5, C2C12 statin -23.4, Cneo AK release 0.1, LGR2 inh 23.9, PGC1a acetyl inh -8.6 and Xi reactivation 0.4.
C[C@@H]1CN([C@@H](C)CO)C(=O)Cc2cc(NC(=O)C3CCCCC3)ccc2O[C@H]1CN(C)S(=O)(=O)c1cn(C)cn1 was read as ERAP1 HTS inh -1.5, S100A4 MyoIIA 5.0, SIRT5 block -0.9, C2C12 statin -15.1, Cneo AK release -0.4, LGR2 inh 36.3, PGC1a acetyl inh 7.1 and Xi reactivation 0.3.
`Cc1ccc(CNC(=O)C2CCN(S(=O)(=O)c3ccc(Br)s3)CC2)cc1` gave ERAP1 HTS inh 1.6, S100A4 MyoIIA -9.2, SIRT5 block -4.1, C2C12 statin 4.9, Cneo AK release 2.6, LGR2 inh -1.9, PGC1a acetyl inh 20.9 and Xi reactivation 0.1.
For CCOC(=O)c1c(C)c(C)n(Cc2ccc(OC)c(OC)c2)c1C the results were ERAP1 HTS inh 0.4, S100A4 MyoIIA -5.6, SIRT5 block -0.8, C2C12 statin 0.5, Cneo AK release -0.9, LGR2 inh 22.1 and Xi reactivation 0.0.
For CN(CC(=O)Nc1ccccc1C(F)(F)F)C(=O)Cn1c(=O)oc2ccccc21 the results were ERAP1 HTS inh -0.1, S100A4 MyoIIA -3.6, SIRT5 block -0.7, C2C12 statin -1.0, Cneo AK release -4.0, LGR2 inh 15.5, PGC1a acetyl inh 9.8 and Xi reactivation 0.0.

Assay outcomes (PubChem)
